LmPK inh: inhibitors of Leishmania mexicana pyruvate kinase. Q27686. purified LmPK, Kinase-Glo ATP luminescence, 1 h. Potency, µM (series often up to 57.5 µM), without a hit: at the top dose activity change, negative = inhibition, usual class: inhibitors. 290,000 tested, 0.37% active
Target sequence (Q27686 whole entry, looked up): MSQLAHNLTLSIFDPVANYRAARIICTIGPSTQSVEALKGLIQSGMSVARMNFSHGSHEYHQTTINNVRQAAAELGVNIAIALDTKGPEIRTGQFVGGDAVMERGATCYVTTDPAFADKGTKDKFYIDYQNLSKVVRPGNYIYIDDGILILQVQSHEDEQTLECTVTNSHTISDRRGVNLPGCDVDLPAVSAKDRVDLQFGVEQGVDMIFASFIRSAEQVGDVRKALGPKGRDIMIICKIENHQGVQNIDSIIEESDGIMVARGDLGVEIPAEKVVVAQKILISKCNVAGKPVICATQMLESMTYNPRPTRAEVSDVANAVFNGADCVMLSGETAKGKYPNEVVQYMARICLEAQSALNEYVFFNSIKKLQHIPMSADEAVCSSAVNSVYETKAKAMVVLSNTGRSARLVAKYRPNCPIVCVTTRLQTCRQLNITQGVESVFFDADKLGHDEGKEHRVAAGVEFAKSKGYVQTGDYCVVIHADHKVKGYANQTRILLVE
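qHTS format; LmPK 0.1 nM; substrates PEP 0.5 mM and ADP 0.1 mM. One-hour room-temperature incubation, then coupled luciferase luminescence; 0.5 nM enzyme wells mark activation.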
HCV inhibitor: blocks hepatitis C virus | Huh7.5.1 HCVcc-Cre infection, luciferase reporter, 44 h | Potency, µM (series often up to 41.8 µM), inactives show at the top dose activity change, negative = inhibition, actives largely listed as inhibitors | 340,000 tested, 3.4% active | AID 651820
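Infectious HCVcc-Cre (~0.5 moi) was added to cells just after compound, with cells seeded 4 h earlier at 1,000 per well. Luciferase activity after 44 h culture reported infection; substrate was incubated 15 min at room temperature before reading.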
Pf growth 48h: inhibits P. falciparum growth in the first generation, 48 h; P. falciparum luciferase growth in erythrocytes, 48 h; Potency, µM (titrated, usually from 28.7 µM), for the others: at the top dose activity change, negative = inhibition, most hits filed as inhibitors; 310,000 tested, 5.9% active; AID 504832
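Luciferase-expressing parasites in RBCs, 2% Hct / 0.1% parasitemia final; RPMI 1640 + 0.5% Albumax; 37 C, 5% CO2, one generation; luminescence read-out, lower signal = inhibition.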
Sm TGR inh: blocks Schistosoma mansoni thioredoxin glutathione reductase | Q962Y6 | purified TGR, DTNB reduction, TNB absorbance 405 nm | Potency, µM (series often up to 114 µM), inactives show at the top dose activity change, negative = inhibition, actives largely listed as inhibitors | 360,000 tested, 3% active | AID 485364; note: nearly all actives have a fitted effect of over 60% in size
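First, TGR (20 nM dispensed) and NADPH were mixed with compound. Second, a 15 min room-temperature incubation followed. Third, further NADPH and then DTNB were added to start the reaction. Finally, TNB absorbance was monitored kinetically.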
Pf growth 96h: P. falciparum growth inhibition at 96 hour, primary screen for plastid delayed-death inhibitors | P. falciparum luciferase reporter growth, 96 h | Potency, µM (series often up to 28.7 µM), for inactives: at the top dose activity change, negative = inhibition, most hits filed as inhibitors | 320,000 tested, 6.9% active
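Cell-based qHTS: luciferase-tagged P. falciparum in erythrocytes (2% hematocrit, 0.05% parasitemia final) incubated with compounds for 96 hours, 37 C, 5% CO2; luciferase detection reagent then added and luminescence measured.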
TbPYK inhibitor: blocks Trypanosoma brucei pyruvate kinase; Q57TT1; TbPYK enzyme, Kinase-Glo Plus ATP luminescence, 45 min; Potency, µM (highest dose often 76.8 µM), for the others: top-dose activity, negative = inhibition, usual class: inhibitors; 410,000 tested, 0.12% active; note: nearly all actives have a fitted effect of over 50% in size
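Activity of T. brucei pyruvate kinase was followed by Kinase-Glo Plus luminescence after the enzyme reacted 45 min at room temperature with 130 uM ADP (final) and substrate. Test compounds were added before ADP at multiple concentrations.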
The depositor's hits bear a star; u = inconclusive; x = no result given; & = joins results of further samples; [ ] = another dose, or the depositor's remark. Calls come from the whole dose curve; as a rule, active = well fitted curve in the direction sought with a large enough effect; inconclusive = small, poorly fitted or top-dose-only effect, or another doubt; inactive = no such curve, though single readings can be large; an effect the other way counts as inactive or inconclusive. % is set by controls: 0 for no effect and ±100 for the full control effect; potency is the fitted concentration of half-maximal effect.

(1) COc1ccc2c(c1OC)C(=O)N1c3ccccc3C(=O)N(c3ccc(F)cc3)C21 (stereo not given)
(2) C/C(Cn1nnc([N+](=O)[O-])n1)=N\NC(=O)c1ccncc1
(3) CCOC(=O)C1=C(C)NC(=S)N(C=O)C1c1ccccc1 (stereo not given)
(4) C/C(=N/N=C/c1ccc(N(C)C)cc1)c1ccccc1
(5) Cc1c(Cl)cccc1NC(=S)N1CCN(C(=O)C2CCCO2)CC1 (stereo not given)
(6) COc1ccc2c(c1)[C@H]1[C@H](CO2)[C@H](c2ccccc2)[C@]2(C)C(=O)Nc3ccccc3C(=O)N12

Screen / compound no. | 1 | 2 | 3 | 4 | 5 | 6
LmPK inh | 5% | 0% | -3% | u | -2% | x
HCV inhibitor | 4% | -1% | -10% | -5% | 0% | u
Pf growth 48h | u | -15% | -10% | 250%[activator] | -7% | u
Sm TGR inh | -7% | -26% | 6% | -8% | -1% | u
Pf growth 96h | u | u | -2% | u | 49%[activator] | u
TbPYK inhibitor | 1% | 1% | -12% | u | -12% | -4%

(7) Cc1cc(C)c2nc(SCc3ccc([N+](=O)[O-])cc3)nc(C)c2c1
(8) COc1ccccc1N1CCN(CCCCOc2cccc3ccccc23)CC1
(9) c1ccc(Cc2nnc(-c3ccccc3)o2)cc1
(10) COc1cc(C2C(C(=O)/C=C/c3ccccc3)=C(O)C(=O)N2c2ccccn2)ccc1O (stereo not given)
(11) CCCC(=O)Nc1sc(C)c(-c2ccc(OC)cc2)c1C#N
(12) CCO[C@H]1OC(C(=O)NC2CC2)=C[C@@H](C)[C@@H]1CCCO

Screen / compound no. | 7 | 8 | 9 | 10 | 11 | 12
LmPK inh | 2% | 4% | -3% | 0% | -3% | 0%
HCV inhibitor | u | u | 8% | -6% | 11% | 23%
Pf growth 48h | -23% | u | 84%[activator] | 0% | 6% | 53%[activator]
Sm TGR inh | -1% | 3% | 5% | x | -1% | 5%
Pf growth 96h | 13µM* | u | 19% | 10% | -15% | 48%[activator]
TbPYK inhibitor | 9% | 0% | -4% | 0% | 3% | 1%

(13) COc1ccccc1NS(=O)(=O)c1cc(NC(=O)c2ccccc2F)ccc1N1CCOCC1
(14) CCN(CC)S(=O)(=O)c1ccc(Cl)c(NC(=O)COC(=O)/C=C/c2cc(OC)c(OC)c(OC)c2)c1
(15) CC/C(=N/O)C(=O)c1ccc(Br)cc1
(16) COc1ccc(C2c3c(oc4ccccc4c3=O)C(=O)N2c2ccccn2)cc1 (stereo not given)
(17) O=C(NCCCN1CCOCC1)c1csc2c1CCCC2
(18) O=C(NNC(=O)C1CC1c1ccccc1)c1ccccc1F (stereo not given)

Screen / compound no. | 13 | 14 | 15 | 16 | 17 | 18
LmPK inh | 0% | 3% | 3% | 11% | -5% | -1%
HCV inhibitor | u | 12% | 6% | 2% | 12% | 9%
Pf growth 48h | 0% | -15% | 30% | x | 88%[activator] | 7%
Sm TGR inh | -1% | -11% | 20% | -24% | -7% | x
Pf growth 96h | 9.3µM* | 6% | u | u | 181%[activator] | u
TbPYK inhibitor | -10% | 4% | 0% | 2% | 4% | 9%

(19) COc1ccccc1C1C2=C(N=C3SCC(=O)N31)c1ccccc1CC2 (stereo not given)
(20) CCCC(c1nnnn1CCOC)N1CCN(c2cccc(OC)c2)CC1 (stereo not given)
(21) COc1ccc(NC(=O)c2ccc3c(c2)C(=O)N(Cc2cccnc2)C3=O)cc1
(22) COc1cccc(NC(=O)CN(C)C(=O)c2ccc(COc3ccccc3)cc2)c1
(23) CCn1c(CNc2ccc(Cl)cc2)nnc1SCC#N
(24) COc1cc(C(C(=O)NC2CCCC2)N(CCO)C(=O)Cn2nnc(-c3ccc(C)o3)n2)ccc1O (stereo not given)

Screen / compound no. | 19 | 20 | 21 | 22 | 23 | 24
LmPK inh | 0% | 1% | 6% | x | -2% | -1%
HCV inhibitor | -2% | 21% | 23% | u | 1% | -25%
Pf growth 48h | u | -30% | 12% | 25% | 9% | 5%
Sm TGR inh | -17% | u | -11% | -2% | -2%[57.1 µM] | 45µM*
Pf growth 96h | u | 9% | x | 2% | 2.9µM* | -10%
TbPYK inhibitor | -9% | -5% | 7% | -9% | -4% | -2%

(25) O=C(NCc1ccccc1)c1nccnc1CO
(26) Fc1cccc(-n2c(-c3cccs3)nc3nc4ccccc4nc32)c1
(27) Cc1cccc(NC(=O)NCC(c2ccco2)N2CCCCC2)c1 (stereo not given)
(28) O=C(NCCCN1CCOCC1)/C(=C/c1cccnc1)NC(=O)c1ccccc1
(29) O=C(N/N=C/c1ccc2nccnc2c1)c1ccc(Br)cc1
(30) CCC(C)Sc1nc2c(c(=O)n1C)SC(C)C2 (stereo not given)

Screen / compound no. | 25 | 26 | 27 | 28 | 29 | 30
LmPK inh | 1% | 0% | -2% | -1% | 0% | -2%
HCV inhibitor | 27% | x | 20% | 2% | 4% | -6%
Pf growth 48h | -21%[0.00184 µM] | -5% | u | 54%[activator] | u | u
Sm TGR inh | 10% | -6% | -12% | 1% | -8% | -19%
Pf growth 96h | 10µM* | -9% | -19% | u | 14% | -13%
TbPYK inhibitor | -7% | x | -11% | 1% | 9% | -3%

(31) COc1ccc(-c2cc(C(F)(F)F)nc(-n3cc(Cl)cn3)n2)cc1
(32) C=CCc1cccc(CNn2cnnc2)c1O
(33) Cc1cccc(N=C2NC(=O)CS2)c1C
(34) COc1ccc(C(=O)NCCn2ccc3ccccc32)cc1
(35) Cn1cc(CNC(=O)c2cc(COc3ccc4c(c3)CCCC4)on2)cn1
(36) Cn1cc(CNC(=O)C2CCCCC2)cn1

Screen / compound no. | 31 | 32 | 33 | 34 | 35 | 36
LmPK inh | 5% | 0% | -4% | -4% | 5% | 1%
HCV inhibitor | u | 13% | 13% | -4% | -22% | u
Pf growth 48h | x | 4% | 9% | u | -2% | 7%
Sm TGR inh | -29% | 15% | -7% | -1% | -6% | -5%
Pf growth 96h | u | u | -11% | 0% | u | 7%
TbPYK inhibitor | -7% | -5% | -1% | 6% | 2% | 9%

(37) CCn1c(CCNC(=O)c2ccc(Cl)c(Cl)c2)nnc1SCCOc1ccc(OC)cc1
(38) CCOc1ccc2nc(Cl)c(CN(C(C)=O)C3CCCCC3)cc2c1
(39) CC(C)Oc1ccc(CN2CCC(n3nccc3NC(=O)CCc3ccccc3)CC2)cc1
(40) O=C(Nc1c2c(nn1-c1ccc(F)cc1)CS(=O)C2)c1ccc2c(c1)OCO2 (stereo not given)
(41) COc1cc(C(=O)NCCC(=O)N2CCCCC2)cc(OC)c1OC
(42) Cc1cccc(CCNC(=O)CC2C(=O)NCCN2Cc2ccc(F)c(F)c2)n1 (stereo not given)

Screen / compound no. | 37 | 38 | 39 | 40 | 41 | 42
LmPK inh | 2% | 7% | 7% | -2% | 2% | 12%
HCV inhibitor | -19% | -10% | x | 22% | 22% | -3%
Pf growth 48h | u | u | u | 17% | 17% | 0%
Sm TGR inh | 9% | 4%[57.1 µM] | -22% | -19% | u | -34%
Pf growth 96h | 10µM* | u | -14% | 39%[activator] | u | -14%
TbPYK inhibitor | -7% | 1% | -7% | 7% | 2% | 0%

Of the compounds above, 2 have bromine:
(15) CC/C(=N/O)C(=O)c1ccc(Br)cc1
(29) O=C(N/N=C/c1ccc2nccnc2c1)c1ccc(Br)cc1

Screen / compound no. | 15 | 29
LmPK inh | 3% | 0%
HCV inhibitor | 6% | 4%
Pf growth 48h | 30% | u
Sm TGR inh | 20% | -8%
Pf growth 96h | u | 14%
TbPYK inhibitor | 0% | 9%

Further results.
(43) COc1ccccc1-c1n[nH]c(=S)n1-c1ccccc1
(44) CCOC(=O)c1c(C)n(CC)c2ccc(OC(=O)c3ccc([N+](=O)[O-])cc3)cc12
(45) COc1cc(/C=N/Nc2ccccc2[N+](=O)[O-])ccc1OC(=O)c1ccccc1F
(46) COc1cccc(-c2nn(-c3ccccc3)cc2CN(C)C(C)c2ccncn2)c1 (stereo not given)
(47) COc1ccc(NC(=O)CCNC(=O)c2ccco2)cc1OC
(48) Cc1c(C(=O)N2CCOCC2)sc(NC(=O)c2ccccc2F)c1C#N

Screen / compound no. | 43 | 44 | 45 | 46 | 47 | 48
LmPK inh | -24% | -3% | -2% | 3% | 2% | 9%
HCV inhibitor | 9% | -24% | 0% | -25% | 12% | 3%
Pf growth 48h | 90%[activator] | 26% | 215%[activator] | u | 35%[activator] | 21%
Sm TGR inh | -22% | -5% | 4% | 0% | -2% | -10%
Pf growth 96h | 13µM* | -15% | x | u | 30% | u
TbPYK inhibitor | u | 5% | -9% | 5% | -1% | -4%

(49) CC1(C)Cc2c(sc3nc(-c4ccccc4)oc(=O)c23)CO1
(50) Cc1ccc(C(C)C)c(OCC(O)CN2CCc3ccccc3C2)c1 (stereo not given)
(51) COC(=O)c1ccccc1NC(=O)COc1ccc(S(=O)(=O)N2CCCC2)cc1C
(52) CCN(CC)c1ccc(C(=O)c2cnc(/N=C/N(C)C)s2)cc1
(53) O=C(CN1C(=O)NC2(CCCCCCC2)C1=O)N1CCN(C(=O)c2ccco2)CC1
(54) CCC(=O)N(CCC(Cc1ccccc1)c1ccc2c(c1)OCO2)Cc1ccccc1F (stereo not given)

Screen / compound no. | 49 | 50 | 51 | 52 | 53 | 54
LmPK inh | 0% | -1% | -3% | -8% | 13% | 0%
HCV inhibitor | 9% | u | u | -17% | 8% | -17%
Pf growth 48h | -4% | u | -15% | 324%[activator] | x | u
Sm TGR inh | -5% | 1% | 4% | 3% | u | 10%
Pf growth 96h | -28% | u | -20% | 6% | -6% | 12µM*
TbPYK inhibitor | -9% | -5% | -2% | -1% | -3% | 2%

(55) O=C(Nc1nncs1)c1ccccc1NS(=O)(=O)c1cccs1
(56) O=C(O)Cc1sc(-c2ccccc2Cl)nc1-c1ccccc1
(57) COC(=O)C1=C(NC(=O)C2CCCCC2)CCS1
(58) COC(=O)CSc1ncc(C#N)c(N)n1
(59) C[C@@H]1C(NC(=O)c2ccccc2)CC2CC1C2(C)C (stereo not given in full)

Screen / compound no. | 55 | 56 | 57 | 58 | 59
LmPK inh | 1% | -13% | -1% | -3% | -7%
HCV inhibitor | 3%&6% | 2% | -5% | 5% | 5%
Pf growth 48h | -27% | -18% | u | 2% | -14%
Sm TGR inh | 0% | -3% | -27% | 2% | -1%
Pf growth 96h | -21% | -6% | -100% | 1%[5.75 µM] | 7.4µM*
TbPYK inhibitor | -10% | -5% | 4% | 0% | -14%

Compounds listed so far with a Cl atom, in the order listed:
(5) Cc1c(Cl)cccc1NC(=S)N1CCN(C(=O)C2CCCO2)CC1 (stereo not given)
(14) CCN(CC)S(=O)(=O)c1ccc(Cl)c(NC(=O)COC(=O)/C=C/c2cc(OC)c(OC)c(OC)c2)c1
(23) CCn1c(CNc2ccc(Cl)cc2)nnc1SCC#N
(31) COc1ccc(-c2cc(C(F)(F)F)nc(-n3cc(Cl)cn3)n2)cc1
(37) CCn1c(CCNC(=O)c2ccc(Cl)c(Cl)c2)nnc1SCCOc1ccc(OC)cc1
(38) CCOc1ccc2nc(Cl)c(CN(C(C)=O)C3CCCCC3)cc2c1
(56) O=C(O)Cc1sc(-c2ccccc2Cl)nc1-c1ccccc1

Screen / compound no. | 5 | 14 | 23 | 31 | 37 | 38 | 56
LmPK inh | -2% | 3% | -2% | 5% | 2% | 7% | -13%
HCV inhibitor | 0% | 12% | 1% | u | -19% | -10% | 2%
Pf growth 48h | -7% | -15% | 9% | x | u | u | -18%
Sm TGR inh | -1% | -11% | -2%[57.1 µM] | -29% | 9% | 4%[57.1 µM] | -3%
Pf growth 96h | 49%[activator] | 6% | 2.9µM* | u | 10µM* | u | -6%
TbPYK inhibitor | -12% | 4% | -4% | -7% | -7% | 1% | -5%
